EPAC1 ag – EPAC1 (human) agonism; AID 720707; 0.073% of 360,000 active; EPAC1 agonist qHTS, biochemical assay; response scale: 100% = response to 6.5 mM cAMP; O95398; Potency, µM (highest dose often 154 µM), for the others: top-dose activation, most hits filed as activators; note: potency is the fitted concentration of half-maximal effect; nearly all actives have a fitted effect of over 60% in size
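Nucleotide exchange assay: 100 nM EPAC1 with 250 nM Rap1B loaded with BODIPY-GDP and 50 uM GDP, room temperature. Fluorescence (480/540 nm) read every 5 min for 30 min; signal change normalized to 6.5 mM cAMP as full agonist.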
IL-2 act – activates IL-2 in a cell-based reporter assay; activation, % (series mostly up to about 46 µM); IL-2 activation reporter assay, cell-based qHTS; stimulated with anti-CD3/CD4/CD28 beads; in transgenic mouse T cells; 0.065% of 360,000 active; in the data active = activation above about 50%; inconclusive = mostly about 30% to 49%; note: 0% is about no effect
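Using fluorescent plate cytometry, EGFP and DsRed are detected in transgenic mouse T cells stimulated 18 h at 37 degrees C with antibody-coated beads after 60 min compound pretreatment.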
WRN helicase inh – WRN helicase (human) inhibition. Q14191. WRN helicase unwinding, fluorescent forked duplex, kinetic. Potency, µM (series often up to 114 µM), without a hit: top-dose activity change, negative = inhibition, usual class: inhibitors. 0.46% of 360,000 active. AID 651768; note: potency is the fitted concentration of half-maximal effect; % is set by controls: 0 for no effect and ±100 for the full control effect; nearly all actives have a fitted effect of over 55% in size
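Enzyme (20 nM final) and test compound sit together 15 min at room temperature before substrate addition. Substrate is a single-forked duplex oligonucleotide (100 nM) labelled with fluorophore and quencher, with 2 mM ATP; helicase unwinding raises red fluorescence, read kinetically.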
PLK1 PBD block – blocks phosphopeptide binding to human PLK1 polo-box domain; Plk1 PBD binding of FITC phosphopeptide, fluorescence polarization; Potency, µM, inactives show max response, negative = inhibition, usual class: inhibitors; 2.8% of 360,000 active; note: potency is the fitted concentration of half-maximal effect; series mostly up to about 57 µM; % is set by controls: 0 for no effect and ±100 for the full control effect; nearly all actives have a fitted effect of over 65% in size
CCT chaperon mod – cytosolic chaperonin activity modulation | purified chaperonin ATPase assay, HTRF ADP detection, 30 min | activity change, % (test concentration not listed), hits read low | 0.3% of 360,000 active | AID 651819; in the data active = activity change below about -30%; note: % is set by controls: 0 for no effect and ±100 for the full control effect
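First, chaperonin was dispensed at 40 nM or 20 nM final depending on batch activity. Next, compounds were pinned at 76 uM and ATP added at 10 uM. After 30 min at 37 °C, ADP detection reagents ran 30 min at ambient temperature.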
PI5P4Ka inh – PI5P4K alpha (human) kinase inhibition; P48426; PI5P4Kalpha enzyme, ADP-Glo luminescence, 60 min; active compounds read low; max response, %; 1.2% of 330,000 active; active = max response of -50% or lower; inconclusive = between -30% and -50%; inactive = -30% or higher; note: value at the top dose of about 77 µM; % is set by controls: 0 for no effect and ±100 for the full control effect
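Compounds were pin-transferred onto PI5P4Kalpha and substrate in HEPES pH 7.4 buffer with EGTA, CHAPS and 5% DMSO. ATP (5 microM final) started the reaction, which ran 60 minutes at room temperature before ADP-Glo detection.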
EPAC1 antagonist – blocks human EPAC1 exchange factor. 0.14% of 360,000 active. EPAC1 GEF assay, Rap1b-BODIPY-GDP exchange fluorescence. AID 720709. O95398. Potency, µM (top dose mostly 115 µM), without a hit: top-dose activity change, negative = inhibition, actives largely listed as inhibitors;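 note: potency is the fitted concentration of half-maximal effect; plate controls were vehicle for no effect and positive control for full effect; nearly all actives have a fitted effect of over 50% in size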
EPAC2 ag – agonists of human EPAC2 (RAPGEF4); Q8WZA2; AID 720711; EPAC2 activation, biochemical qHTS; response scale: 100% = 6.5 mM cAMP response; Potency, µM (highest dose often 154 µM), without a hit: at the highest dose activation, usual class: activators; 0.079% of 360,000 active; note: potency is the fitted concentration of half-maximal effect; nearly all actives have a fitted effect of over 50% in size
Target sequence (Q8WZA2 whole entry, looked up): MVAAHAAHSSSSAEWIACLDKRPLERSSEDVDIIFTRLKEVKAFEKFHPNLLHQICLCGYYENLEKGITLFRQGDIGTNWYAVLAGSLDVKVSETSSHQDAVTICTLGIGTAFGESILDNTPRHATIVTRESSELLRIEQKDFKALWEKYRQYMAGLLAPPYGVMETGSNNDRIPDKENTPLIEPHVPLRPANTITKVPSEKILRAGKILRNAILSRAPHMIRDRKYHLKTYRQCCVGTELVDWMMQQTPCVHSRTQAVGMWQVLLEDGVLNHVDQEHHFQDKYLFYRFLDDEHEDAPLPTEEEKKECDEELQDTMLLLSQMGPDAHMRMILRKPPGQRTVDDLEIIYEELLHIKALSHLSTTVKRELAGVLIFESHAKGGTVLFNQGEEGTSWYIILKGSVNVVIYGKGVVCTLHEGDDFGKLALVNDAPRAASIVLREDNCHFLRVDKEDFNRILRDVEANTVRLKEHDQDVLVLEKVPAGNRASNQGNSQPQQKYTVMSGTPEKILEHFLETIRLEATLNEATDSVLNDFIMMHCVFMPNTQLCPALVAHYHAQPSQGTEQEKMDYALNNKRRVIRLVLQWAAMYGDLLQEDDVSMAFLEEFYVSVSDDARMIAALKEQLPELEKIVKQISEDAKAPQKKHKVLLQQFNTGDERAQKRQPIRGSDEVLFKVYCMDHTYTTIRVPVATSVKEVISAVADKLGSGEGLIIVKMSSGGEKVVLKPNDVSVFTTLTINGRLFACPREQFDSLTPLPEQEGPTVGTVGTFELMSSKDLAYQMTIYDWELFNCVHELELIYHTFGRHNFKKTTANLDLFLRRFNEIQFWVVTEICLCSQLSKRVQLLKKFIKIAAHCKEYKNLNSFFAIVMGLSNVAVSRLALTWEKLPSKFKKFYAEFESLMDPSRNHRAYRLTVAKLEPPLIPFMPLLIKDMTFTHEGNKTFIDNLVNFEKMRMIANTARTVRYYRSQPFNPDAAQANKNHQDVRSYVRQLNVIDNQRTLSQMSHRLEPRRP
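qHTS, titration series. 100 nM EPAC2 / 250 nM Rap1B-BODIPY-GDP / 50 uM GDP; RT; ex 480/em 540 nm, 5-min reads to 30 min. Norm. to 6.5 mM cAMP = activation.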
* marks the source's active call; other numbers are inactive results; ? = inconclusive; [ ] = remark or other dose. Unless noted, calls come from the whole dose curve; as a rule, active = well fitted curve in the direction sought with a large enough effect; inconclusive = small, poorly fitted or top-dose-only effect, or another doubt; inactive = no such curve, though single readings can be large; an effect the other way counts as inactive or inconclusive. An excerpt, so the mix of outcomes need not match the whole.

cpd	SMILES	PLK1 PBD block	EPAC1 antagonist	PI5P4Ka inh	WRN helicase inh
1	COc1ccc(COC(=O)C2=C(C)NC(=O)NC2c2ccc(O)cc2)cc1 (centres undefined)	-2%	9%	6	0%
2	COc1ccc2[nH]c3c(c2c1)CCN1C(=O)C(CC(=O)NCCCn2ccnc2)C[C@H](C(=O)N2CCOCC2)[C@@]31CCC1CCCC1 (some centres undefined)	-2%	-8%	1	-6%
3	COc1ccc(C2NC(=O)NC(C)=C2C(=O)OCc2ccccc2)cc1 (centres undefined)	-18%	-2%	-5	7%
4	O=C1/C(=N\S(=O)(=O)c2cccs2)C([n+]2cccc(Cc3ccccc3)c2)=C([O-])c2ccccc21	?	5%	2	19%
5	O=C(Nc1cc(Cl)cc(Cl)c1)N1CCCN(Cc2ccccc2)CC1	0%	-18%	18	-12%
6	CCOC(=O)CNC(=O)C1(NC(=O)CNC(=O)OCc2ccccc2)CCCC1	2%	-6%	5	-7%
7	COc1ccc(N2C(=O)NC(NS(=O)(=O)c3ccc(Cl)cc3)(C(F)(F)F)C2=O)cc1 (centres undefined)	-7%	14%	1	2%
8	O=C(NCc1c(Cl)cccc1Oc1ccccc1)c1ccccc1	1%	11%	3	-6%
9	COc1cc(CN2CCN(C3CCC3)CC2CCO)cc(OC)c1 (centres undefined)	-2%	-4%	6	-5%
10	COCc1c(C(=O)N2CCN(Cc3ccc(C#N)cc3)CC2)oc2ccccc12	-9%	-1%	-2	3%

cpd	CCT chaperon mod	IL-2 act	EPAC1 ag	EPAC2 ag
1	-0.2	0.5	-4%	4%
2	0.5	0.7	-11%	-1%
3	-2.7	-1.8	3%	7%
4	-0.2	5.9	1%	-131%[inhibitor]
5	2.8	-0.2	8%	13%
6	-3.1	-4.5	-7%	9%
7	-1.4	0.6	-5%	11%
8	-1.4	-4.3	1%	20%
9	-1.8	0.5	-1%	5%
10	-1.7	-0.7	6%	11%

Other entries
cpd	SMILES	PLK1 PBD block	EPAC1 antagonist	PI5P4Ka inh	WRN helicase inh
11	O=C(O)CN1C(c2ccccc2O)Nc2ccc(Br)cc2C1c1ccccc1 (centres undefined)	-16%	2%	15	-4%
12	Cc1c2n(c3ccccc13)CCN(C)C2	0%	-3%	-1	2%
13	CN(C)CCCNC(=S)N(CCO)Cc1cc2cc3c(cc2[nH]c1=O)OCO3	1%	-11%	-4	18%
14	Oc1ccccc1C(=S)N1CCN(c2cccc(Cl)c2)CC1	12µM*	-26%	-16	-8%
15	CCOC(=O)c1sc2nc(C)nc(NC3CCC(O)CC3)c2c1C (centres undefined)	-23%	5%	-4	11%
16	CSc1nc2cc(C)nn2c(-c2ccccc2)c1C#N	4%	-4%	0	2%
17	O=C(O)c1cc(NN=Nc2cccc(S(=O)(=O)O)c2)cc([N+](=O)[O-])c1	-4%	14%	-55*	-1%
18	CCOC(=O)N1CCN(C(=O)CNC2CCCCCCC2)CC1	-4%	6%	3	-2%
19	COC(=O)C1CCN(C(=O)C2CCCCC2)CC1	0%	-21%	-1	5%
20	CCCCn1c(N)c(N(CCOC)C(=O)c2cnccn2)c(=O)[nH]c1=O	2%	5%	-10	7%

cpd	CCT chaperon mod	IL-2 act	EPAC1 ag	EPAC2 ag
11	0.5	-0.4	2%	-3%
12	-0.2	0.1	-16%	-3%
13	-2.8	0.0	-9%	5%
14	-0.7	-0.3	9%	16%
15	-1.4	-0.2	1%	6%
16	-0.2	-3.4	-11%	1%
17	0.6	1.7	3%	0%
18	-1.0	-0.2	2%	3%
19	-2.0	-0.5	4%	0%
20	-0.3	-3.3	1%	5%

Continued.
cpd	SMILES	PLK1 PBD block	EPAC1 antagonist	PI5P4Ka inh	WRN helicase inh
21	O=c1c2ccccc2oc2cc(C#Cc3ccccn3)ccc12	3%	2%	0	8%
22	Cc1ccc(N=C2NC(=O)/C(=C/c3cccn3C)S2)c(C)c1	-16%	19%	-2	5%
23	Cc1ccc(/C(N)=N/OC(=O)N2c3ccccc3Sc3ccccc32)cc1	-7%	-5%	9	-15%
24	Clc1ccc(-c2csc(N3CCC(c4ccccc4)C3)n2)cc1 (centres undefined)	-1%	13%	14	3%
25	CN(CC(=O)Nc1c(Cl)cccc1Cl)C(=O)CNC(=O)c1sc2ccccc2c1Cl	-11%	-18%	4	4%
26	CCOC(=O)C1CC2=C(CC(C)(C)CC2=O)N(CCOC)C1=O (centres undefined)	-2%	-13%	-4	8%
27	Cc1ccc(C2(C)NC(=O)N(CC(=O)N(C)CC(=O)Nc3cccc4ccccc34)C2=O)cc1 (centres undefined)	-2%	10%	0	-3%
28	O=C1c2ccccc2C(Nc2ccc(F)c(Cl)c2)N1Cc1ccco1 (centres undefined)	-27%	2%	-20	-3%
29	Cc1ccc(S(=O)(=O)NNC(=S)NCC2CCCO2)cc1 (centres undefined)	-2%	-7%	1	-2%
30	Cc1ccc(NC(=O)c2oc3ccccc3c2C)c([N+](=O)[O-])c1	-21%	-5%	-10	0%

cpd	CCT chaperon mod	IL-2 act	EPAC1 ag	EPAC2 ag
21	-1.6	-0.4	2%	-8%
22	-0.3	-2.4	-19%	-2%
23	1.9	1.1	6%	3%
24	1.8	-0.3	4%	2%
25	1.5	0.0	5%	9%
26	0.0	0.4	-6%	7%
27	2.4	0.7	6%	2%
28	-0.1	-3.7	-2%	7%
29	-1.2	0.4	7%	0%
30	-1.0	0.6	1%	9%

The listing continues.
cpd	SMILES	PLK1 PBD block	EPAC1 antagonist	PI5P4Ka inh	WRN helicase inh
31	Cc1cccc(NC(=O)CSc2nnc(CNC(=O)c3ccco3)n2C)c1C	-6%	-2%	3	-9%
32	CCCOc1ccc(F)cc1-c1cc(C(=O)NCc2cccs2)[nH]n1	-14%	-5%	-21	-17%
33	Cc1ccc(S(=O)(=O)N(C)C)cc1NC(=O)c1cc(=O)[nH]c2ccccc12	-4%	-2%	0	-5%
34	Cc1cccc(NC(=S)NC(C)C(c2ccccc2)N2CCN(C)CC2)c1C (centres undefined)	6%	3%	-7	2%
35	CCCN(CCC)S(=O)(=O)c1ccc(C(=O)NNc2nc(-c3ccccc3)c3cc(Br)ccc3n2)cc1	4%	-13%	9	-17%
36	CCc1nnc(NS(=O)(=O)c2ccc(NC(=S)NC(=O)c3cccnc3)cc2)s1	-18%	-16%	1	-7%
37	O=[N+]([O-])c1ccc(N2CCOCC2)cc1N1CCCCC1	-6%	-10%	2	7%
38	CC1C(=O)N(Cc2cccc(F)c2)c2ccccc2N1C(=O)c1ccccc1 (centres undefined)	3%	-5%	-3	6%
39	Cc1ccc(NC(=O)c2c(C)nc3sc(C(=O)NC4CCCC4)c(N)c3c2-c2ccco2)c(C)c1	-10%	7%	-14	3%
40	CS(=O)(=O)N(CC(=O)N1CCCC1)Cc1ccc(F)cc1	-1%	3%	1	-4%

cpd	CCT chaperon mod	IL-2 act	EPAC1 ag	EPAC2 ag
31	-13	0.0	11%	5%
32	0.7	0.6	-10%	-3%
33	-2.1	0.5	-7%	7%
34	3.1	-0.1	8%	-1%
35	-4.0	-3.7	0%	-1%
36	-1.6	0.5	-6%	-4%
37	-1.6	-0.2	-7%	13%
38	1.0	-1.0	0%	12%
39	2.1	6.9	-2%	-9%
40	-1.2	-0.2	-1%	0%

Further compounds follow.
cpd	SMILES	PLK1 PBD block	EPAC1 antagonist	PI5P4Ka inh	WRN helicase inh
41	COc1cc(/C=N/NC(=O)c2ccc(O)cc2)ccc1OCC(=O)Nc1cccc([N+](=O)[O-])c1	1%	-9%	0	-6%
42	O=S(=O)(c1ccc(SCCO)nc1)N1CCOCC1	-9%	-30%	7	-3%
43	COc1ccc(C(=O)OCC(=O)Nc2ccc(F)c(F)c2F)cc1OC	-4%	8%	1	3%
44	O=C(C[n+]1ccccc1)N/N=C/c1ccc(O)cc1	27µM*	7%	-10	-1%
45	O=C(c1ccccc1)c1ccc(N2CCOCC2)c(NC(=O)c2ccco2)c1	-9%	0%	-2	-1%
46	O=C(NCc1cccnc1)c1ccc(Br)s1	-7%	-10%	0	-5%
47	CCCCN(C(=O)C1CCC1)c1c(N)n(CCC)c(=O)[nH]c1=O	-14%	-11%	3	2%
48	COc1ccc(-n2c(SCC(=O)c3ccc[nH]3)nnc2-c2ccccc2)cc1	-5%	-30%	-18	-19%
49	O=C(/C=C/c1ccccc1)NC1CCSC1=O (centres undefined)	-3%	-1%	8	-7%
50	COC(=O)[C@]12CCCCC=C1N(Cc1ccco1)C(=O)[C@H](CC(=O)NCCCCc1ccccc1)C2	-5%	-11%	0	-5%
51	CN(C)CCCN(Cc1cc2cc3c(cc2[nH]c1=O)OCCO3)C(=O)NC1CCCCC1	1%	6%	1	7%
52	COCCOC(=O)C1=C(C)NC(=O)NC1c1ccc(-c2ccc(F)cc2)o1 (centres undefined)	2%	-23%	-29	-7%
53	O=C1OC(Cc2ccccn2)C(O)=C1C1=NCCCCN1 (centres undefined)	-5%	-1%	9	-4%

cpd	CCT chaperon mod	IL-2 act	EPAC1 ag	EPAC2 ag
41	-2.2	3.5	2%	15%
42	3.3	-0.7	14%	5%
43	-3.0	3.5	3%	1%
44	-0.9	2.2	-2%	-6%
45	0.8	-1.9	26%	13%
46	0.5	-3.0	12%	0%
47	-1.3	7.0	12%	2%
48	-3.6	2.1	-6%	5%
49	-0.2	-1.5	2%	6%
50	-3.0	0.8	-4%	6%
51	0.5	-3.1	3%	3%
52	-5.8	0.9	4%	-3%
53	-0.6	0.1	8%	5%

Sorted by count of non-hydrogen atoms (rising): part of the list above.
cpd	SMILES	PLK1 PBD block	EPAC1 antagonist	PI5P4Ka inh	WRN helicase inh
12	Cc1c2n(c3ccccc13)CCN(C)C2	0%	-3%	-1	2%
46	O=C(NCc1cccnc1)c1ccc(Br)s1	-7%	-10%	0	-5%
9	COc1cc(CN2CCN(C3CCC3)CC2CCO)cc(OC)c1 (centres undefined)	-2%	-4%	6	-5%
33	Cc1ccc(S(=O)(=O)N(C)C)cc1NC(=O)c1cc(=O)[nH]c2ccccc12	-4%	-2%	0	-5%
38	CC1C(=O)N(Cc2cccc(F)c2)c2ccccc2N1C(=O)c1ccccc1 (centres undefined)	3%	-5%	-3	6%

cpd	CCT chaperon mod	IL-2 act	EPAC1 ag	EPAC2 ag
12	-0.2	0.1	-16%	-3%
46	0.5	-3.0	12%	0%
9	-1.8	0.5	-1%	5%
33	-2.1	0.5	-7%	7%
38	1.0	-1.0	0%	12%

Bioassay records as filed in PubChem BioAssay.
